# Screening data: PubChem BioAssay, several laboratories
# SF-1 act = activators of human nuclear receptor SF-1. AID 522. activation, % at 10 µM. CHO-K1 Gal4-SF-1 LBD luciferase reporter; % increase over DMSO SF-1-specific signal. 65,000 tested, 1.9% active. Q13285;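 active means activation above the mean activation of all tested compounds plus 3 SD, cut at about 50% in these data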
# Target sequence (Q13285 whole entry, looked up, the tested form may be a part): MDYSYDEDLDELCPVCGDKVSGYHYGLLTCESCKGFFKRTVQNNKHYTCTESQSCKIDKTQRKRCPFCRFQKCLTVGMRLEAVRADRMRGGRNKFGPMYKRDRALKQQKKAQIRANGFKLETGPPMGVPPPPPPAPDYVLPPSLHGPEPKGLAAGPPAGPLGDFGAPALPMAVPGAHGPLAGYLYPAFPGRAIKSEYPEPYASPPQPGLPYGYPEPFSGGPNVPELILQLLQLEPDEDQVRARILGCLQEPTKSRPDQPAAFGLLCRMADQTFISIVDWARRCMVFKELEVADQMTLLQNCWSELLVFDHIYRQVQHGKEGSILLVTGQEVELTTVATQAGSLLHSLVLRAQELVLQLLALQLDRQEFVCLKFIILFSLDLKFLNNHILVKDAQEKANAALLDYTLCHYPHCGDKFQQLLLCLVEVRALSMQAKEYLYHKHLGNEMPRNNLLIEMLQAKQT
#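 Assay system: CHO-K1 cells co-transfected with Gal4 DBD–human SF-1 LBD, 5xGal4 luciferase reporter / Input: 4,000 cells per well / Incubation: 20 h compound exposure at 37 °C after 1 h cell settling / Detection: SteadyLite luciferase luminescence / Control set: DMSO negative control and −SF1 background wells / Replication: one test per compound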
# 5HT1E antag = antagonists of human 5-HT1E serotonin receptor; P28566; CHO 5-HT1E Ga15 NFAT-bla reporter, FRET, antagonist; inhibition, % at 6 µM; 65,000 tested, 0.99% active; AID 571;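 active means inhibition above a set limit, the mean inhibition across every tested compound plus 3 SD, cut at about 29% in these data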;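 further: signal is the 460 over 535 nm emission ratio of beta-lactamase substrate; 0% = agonist plus DMSO wells and 100% = wells without agonist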
# 5-HT1A blocker = blocks the human serotonin 5-HT1a receptor | P08908 | CHO 5-HT1a Ga15 NFAT-bla reporter, antagonist mode | inhibition, % at 10 µM | 62,000 tested, 0.68% active;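 active means inhibition above the mean of all tested compounds plus 3 SD, cut at about 43% in these data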;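 further: receptor stimulated by 5-CT agonist at 100 nM near EC80; beta-lactamase reporter measured by ratiometric fluorescence of a cleavable substrate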
# Target sequence (P08908 whole entry, looked up): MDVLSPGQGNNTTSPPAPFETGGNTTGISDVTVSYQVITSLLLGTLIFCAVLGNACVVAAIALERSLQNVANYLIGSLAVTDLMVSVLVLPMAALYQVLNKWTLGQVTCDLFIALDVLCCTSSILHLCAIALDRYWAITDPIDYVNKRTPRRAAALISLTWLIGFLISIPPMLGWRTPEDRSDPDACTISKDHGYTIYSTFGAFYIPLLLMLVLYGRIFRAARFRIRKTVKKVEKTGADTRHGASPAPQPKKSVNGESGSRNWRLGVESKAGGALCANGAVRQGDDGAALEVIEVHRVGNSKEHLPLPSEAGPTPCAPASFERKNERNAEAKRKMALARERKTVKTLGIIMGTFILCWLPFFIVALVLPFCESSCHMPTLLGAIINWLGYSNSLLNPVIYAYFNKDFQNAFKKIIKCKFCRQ
# NADH enzymes = inhibition of NAD/NADH coupling enzymes, library profiling; 65,000 tested, 0.02% active; coupled PK/LDH NADH assays, four targets; IC50, µM (top dose mostly 10 µM), without a hit: top-dose inhibition;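 active means single-dose screening hits from any of four coupled enzyme assays that gave an IC50 when retested across doses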;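 further: the DPM-DC format reads NADH fluorescence rather than 340 nm absorbance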
# Ecoli tolC = growth inhibitors of E. coli BW25113 tolC mutant | OD615 | growth inhibition, % at 10 µM (by protocol) | 65,000 tested, 2.2% active;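 active means growth inhibition at or above a cutoff equal to the mean over every tested compound plus 3 SD, cut at about 60% in these data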;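 further: growth measured after 20 h incubation at 37 °C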
#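 signal = optical density read at 615 nm | test system = E. coli ΔtolC::kan strain BW25113 | timing = 20 h compound exposure of bacteria at 37 °C | buffer or medium = LB medium plus 50 µg/mL kanamycin | compound dosing = 10 µM final, single dose | evaluation = % inhibition of E. coli growth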
# HTR1A agonist = activates the human 5-HT1a serotonin receptor | P08908 | CHO 5-HT1a Ga15 NFAT-bla reporter, FRET ratio; 0% basal, 100% maximal reference agonist | activation, % at 10 µM | 65,000 tested, 0.56% active | AID 567;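 active means activation above the screen-wide mean activation plus 3 SD, cut at about 19% in these data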;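 further: 0% = DMSO wells and 100% = 5-CT at EC100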
# MMP13 inh = inhibitors of human MMP13; inhibition, % at 4 µM; 65,000 tested, 0.07% active; AID 570; MMP-13 fTHP FRET cleavage, Mca fluorescence; P45452;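 active means inhibition above the mean of compound-free control plate wells plus 3 SD, cut at about 14% in these data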;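 further: 0% = DMSO wells and 100% = wells with reference MMP-13 inhibitor after basal subtraction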
# RORA act = activates the human nuclear receptor RORA. CHO-K1 Gal4-RORA LBD luciferase reporter, luminescence; percent increase over mock-subtracted basal signal. P35398. activation, % at 10 µM. 65,000 tested, 1.5% active;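 active means activation above the mean of all tested compounds plus 3 SD, cut at about 49% in these data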;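 further: 0% = DMSO-treated RORA cells and 100% = added signal equal to DMSO minus mock-transfected cells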
# 5HT1E ag = 5-HT1E (human) receptor agonism | P28566 | CHO 5-HT1E Ga15 NFAT-bla reporter, FRET; 0% DMSO wells, 100% control agonist wells | activation, % at 6 µM | 65,000 tested, 0.69% active | AID 574;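 active means activation above a set limit, the screen-wide mean activation plus 3 SD, cut at about 8.5% in these data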;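 further: 100% = positive control agonist at 1 µM giving full maximal response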
# Starred values were filed as active, the others as inactive; i = inactive; · = not tested or not shown; [ ] = dose if it differs, or a comment.
SMILES,SF-1 act,5HT1E antag,5-HT1A blocker,NADH enzymes,Ecoli tolC,HTR1A agonist,MMP13 inh,RORA act,5HT1E ag
Cc1c(CN(C)C)c2c(n1C)C(=O)c1ccc(Br)cc1-2,3.7,9.3,-2.8,3.0%,17.6,-5.2,4.4,-0.8,0.7
CCNc1nc2nonc2nc1NCC,-4.5,-3.2,-3.4,9.0%,1.5,-0.8,-6.0,-18.9,0.5
CCOC(=O)N1CCN(S(=O)(=O)/C=C/c2ccccc2)CC1,0.4,-5.6,9.0,2.0%,1.2,-2.6,-0.6,-16.5,-1.0
Cc1c(N(C)C)nc2ccccc2c1N,-7.1,4.2,-11.1,2.0%,-2.8,-3.9,2.9,-10.4,0.2
CCCCn1nnnc1NCc1ccc(OC)c(OC)c1OC,8.4,3.3,3.9,4.0%,-17.6,-2.6,3.0,-10.7,-0.4
CCc1cc2c(=O)c(-c3cnn(-c4ccccc4)c3)coc2c(CN2CCOCC2)c1O,-9.0,-11.1,-21.7,9.0%,26.2,-1.1,-11.5,-15.8,-0.3
COc1cccc(N2C(=O)C(CC(=O)Nc3ccccc3)N(C3CCCCC3)C2=O)c1 (centres undefined),-3.2,-6.2,9.7,9.0%,15.0,0.6,-0.9,-1.3,0.1
c1ccc2c(c1)nc(Nc1ccc3c(c1)OCO3)c1nnnn12,18.2,15.0,10.3,3.0%,4.7,-2.5,4.8,37.6,0.0
COc1ccc(S(=O)(=O)N2CCC(C(=O)N3CCCCC3)CC2)cc1OC,3.1,12.2,-2.3,5.0%,-2.4,-0.5,-4.7,-12.1,-0.4
COC(=O)c1ccsc1NC(=O)CN1C(=O)CCC1=O,-10.1,-2.0,6.7,1.0%,0.0,0.7,-5.5,9.1,-0.1
O=C(C1CCCN(Cc2cccnc2)C1)N1CCCCC1 (centres undefined),-13.3,3.2,3.3,17.0%,-11.2,-1.2,1.3,-13.6,-0.1
COc1ccc(N/C(N)=N/c2nc(CSc3ccc(C)cc3)cc(=O)[nH]2)cc1,1.5,6.3,9.8,7.0%,2.8,-2.9,1.4,12.0,2.4
O=C(NCCc1ccccc1)c1ncn[nH]1,-4.6,0.6,-5.5,2.0%,9.0,-2.8,-0.7,8.8,-0.4
COc1cccc2c1OC1(C)CC2/C(=C(\C)O)C(=O)N1 (centres undefined),-7.9,3.0,0.8,4.0%,-8.9,-2.1,-2.5,-17.7,-0.8
Cc1nnc(SC(C)C(=O)Nc2ccc(Cl)cn2)n1Cc1ccccc1 (centres undefined),-8.1,12.6,14.7,0.0%,2.6,-2.2,3.9,-1.6,-0.5
CCN(CC)C(=O)Oc1ccc(NC(C)=O)cc1,-2.7,15.0,10.5,2.0%,2.1,-0.9,-1.9,-26.3,-0.2
COc1ccc(Br)cc1/C=c1\sc2nc(-c3ccco3)nn2c1=O,2.5,-1.9,14.8,8.0%,-11.8,-2.7,-2.6,-13.7,-0.2
CCOC(=O)c1c(C)nc(-c2ccccc2)nc1N,58.5*,-9.6,4.1,0.0%,-20.0,-2.3,-2.6,51.1*,-0.8
CN1C=C(C(F)(F)F)C=C/C1=C(\C#N)c1nnc2n1CCCCC2,5.1,1.9,-8.0,7.0%,-23.1,-4.1,-1.2,-11.5,0.3
CS(=O)(=O)Nc1ccc([N+](=O)[O-])cc1Oc1ccccc1,-4.2,-6.5,·,4.0%,9.6,0.6,-6.5,-11.1,-0.1
COC(=O)COc1ccc(S(=O)(=O)Nc2ccc(C(N)=O)cc2)cc1,26.9,9.5,-0.5,5.0%,-9.4,-1.7,3.0,3.4,0.5
COc1ccc(-c2nc(-c3ccc(NC(=O)c4ccc(Br)o4)cc3)no2)cc1OC,30.6,5.9,1.9,4.0%,-10.6,11.0,2.7,-8.3,6.2
COc1ccc(-c2cn3cccnc3n2)cc1NC(=O)C1CC1,12.6,7.5,5.8,12.0%,-4.8,1.2,-9.2,-14.6,-1.5
NC(=O)NC(Cc1ccccc1)C(=O)NCC1(N2CCCCC2)CCCCC1 (centres undefined),6.9,-3.2,5.3,7.0%,-13.1,-1.1,-6.8,-6.3,0.2
CC(C)(C)C1CCC(OC(=O)c2ccncc2)CC1 (centres undefined),-1.5,0.5,-2.4,6.0%,1.6,1.8,2.0,-11.9,0.3
COc1cccc(-n2nnc3c(=O)n(CC(=O)N4CCC(Cc5ccccc5)CC4)cnc32)c1,-1.6,-0.7,8.6,2.0%,17.1,0.5,-2.2,-5.2,1.0
O=C(COC(=O)c1ccc(S(=O)(=O)N2CCCC2)cc1)NCc1ccccc1,3.0,-10.9,-3.6,10.0%,-1.0,-6.4,0.3,-5.8,-0.6
COC(=O)c1cc2oc(C)cc2n1CC(=O)Nc1ccc(OC)c(OC)c1OC,10.8,-7.5,6.0,6.0%,6.6,-0.8,3.3,6.0,-1.4
COC(=O)c1ccc(S(=O)(=O)NCCSc2nnc3c4ccccc4n(C)c3n2)cc1,1.6,2.3,-7.2,9.0%,0.5,4.4,-1.9,-5.3,1.2
O=C(Nc1ccc(N2CCCC2)c(Cl)c1)c1ccc(Br)o1,45.4,-5.3,-8.4,9.0%,9.5,2.3,-4.4,26.9,0.4
O=C(NCc1ccco1)c1cnn2c(C(F)(F)F)cc(-c3ccco3)nc12,-1.6,-1.2,·,6.0%,16.8,3.3,-8.9,-15.3,0.2
CC(C)CCn1c(SCC#N)nc2c(sc3ccccc32)c1=O,-4.0,0.5,4.4,5.0%,2.3,-0.2,5.1,-17.5,-0.1
CN(C)c1oc(-c2cccs2)nc1C#N,0.5,3.3,·,4.0%[fluoresces],0.6,-1.1,i[fluorescence artefact?],-19.9,-0.8
CCc1ccc(NC(=O)CSc2nnc(Cc3cccn3C)n2-c2ccc(OC)cc2)cc1,4.8,0.8,6.9,3.0%,34.6,0.0,8.6,-3.6,1.3
CCC(CC)C(=O)Nc1cccc(C(=O)Nc2ccc3c(c2)OCO3)c1,47.9,5.9,19.0,6.0%,12.6,-5.1,3.0,42.5,-0.6
CCCC(=O)N(c1ccc(OCC)cc1)C1C=CS(=O)(=O)C1 (centres undefined),-0.9,-0.3,-5.1,5.0%,-7.9,-3.1,4.3,-3.6,-1.1
CC(C)Cc1nnc(NC(=O)c2ccncc2)s1,-6.2,5.2,-4.4,9.0%,-0.3,-1.0,-2.1,11.2,-0.8
OC(COc1ccc2c(c1)OCO2)CN1CCc2ccccc2C1 (centres undefined),-12.9,-1.2,23.3,7.0%,-11.7,1.8,5.5,-28.2,0.0
CCOC(=O)N1CCN(C(=O)CN(c2cccc(C)c2)S(=O)(=O)c2ccc(C)cc2)CC1,-4.3,-1.0,-8.7,9.0%,2.5,1.0,-1.4,-15.0,0.3
C=CC(C)Sc1nc2c(c(=O)n(C)c(=O)n2C)n1Cc1ccccc1Cl (centres undefined),-0.2,8.4,-3.2,3.0%,17.7,-1.2,3.1,6.3,0.6

# Some of these compounds in order of number of heavy atoms, largest number first:
SMILES,SF-1 act,5HT1E antag,5-HT1A blocker,NADH enzymes,Ecoli tolC,HTR1A agonist,MMP13 inh,RORA act,5HT1E ag
NC(=O)NC(Cc1ccccc1)C(=O)NCC1(N2CCCCC2)CCCCC1 (centres undefined),6.9,-3.2,5.3,7.0%,-13.1,-1.1,-6.8,-6.3,0.2
COC(=O)COc1ccc(S(=O)(=O)Nc2ccc(C(N)=O)cc2)cc1,26.9,9.5,-0.5,5.0%,-9.4,-1.7,3.0,3.4,0.5
CC(C)CCn1c(SCC#N)nc2c(sc3ccccc32)c1=O,-4.0,0.5,4.4,5.0%,2.3,-0.2,5.1,-17.5,-0.1

# (list continues)
SMILES,SF-1 act,5HT1E antag,5-HT1A blocker,NADH enzymes,Ecoli tolC,HTR1A agonist,MMP13 inh,RORA act,5HT1E ag
COc1ccc(C(C)(C)C)cc1S(=O)(=O)N1CCN(C)CC1,-12.9,-2.1,-10.9,6.0%,6.5,1.9,-1.7,-8.0,0.7
O=C(c1ccc2snnc2c1)N1CCSCC1,-6.6,5.9,-8.9,0.0%,-26.9,-3.1,0.9,4.9,1.3
Cc1ccc(C)c2[nH]c(=O)c(CCNC(=O)CC(C)C)cc12,-11.8,-4.6,-11.4,4.0%,6.8,0.2,-13.7,16.6,0.3
COCC(=O)Nc1nnc(-c2cccs2)s1,13.7,2.6,-16.1,5.0%,-20.0,0.1,-10.1,11.8,-0.9
CCNc1nc(N)nc(Oc2ccc(OCCOc3ccc(Cl)cc3Cl)nn2)n1,-4.9,4.1,-3.4,7.0%,8.8,-4.0,-1.0,9.7,1.6
CCC(=O)Nc1nonc1-c1nc2ccccc2n1CCC(C)C,-10.6,19.2,8.3,7.0%,50.4,0.8,-27.8,3.6,0.5
CN(Cc1ccccc1)C(=O)c1ccc2c(c1)OCO2,-5.0,0.7,2.0,1.0%,-8.5,1.6,3.7,2.6,0.8
CCCN1CCN(C(c2cc3cc4c(cc3[nH]c2=O)OCO4)c2nnnn2C(C)(C)C)CC1 (centres undefined),10.4,-6.8,-8.5,3.0%[fluoresces],-22.4,-1.5,-128.3[fluorescence artefact?],5.4,-0.3
COc1ccc(C(=O)N2CCN(S(=O)(=O)N3CCOCC3)CC2)cc1OC,-5.4,5.0,-1.7,5.0%,-15.2,-2.2,2.3,-3.7,0.2
CC(C)c1cc(NC(=O)CSc2nnc(-c3ccccc3F)n2C)on1,14.5,2.4,4.0,5.0%,5.8,2.2,-1.6,-5.9,-1.4
CCCOc1cc(CC(=O)NCc2ccco2)ccc1OC,11.1,20.6,6.7,1.0%,5.9,-0.2,3.9,11.6,-0.7
COc1cccc(CNn2cnnc2)c1OCc1ccc(F)cc1,-2.1,-6.0,-7.7,7.0%,-7.9,-1.4,-2.9,-9.8,0.0
O=C(CSc1nnc(-c2cccnc2)n1C1CCCCC1)NC1CCCC1,-4.4,0.9,0.4,9.0%,-10.1,-1.3,-0.7,-31.9,-0.7
Cc1cc(C)nc(-n2nc(C)c(C3(O)C(=O)Nc4ccccc43)c2N)n1 (centres undefined),0.7,5.6,-4.3,2.0%,6.2,-0.5,4.9,3.1,0.6
CCOC(=O)CSc1nccc(N(C)C)c1C#N,-13.1,-7.7,6.3,11.0%,6.7,-1.3,4.4,-7.1,1.1
COCc1nc2ccccc2n1CCOc1ccccc1OC,11.4,5.4,0.4,3.0%,52.0,-0.6,1.9,10.2,0.2
Cc1ccc2c(c1)[nH]c1c(=O)n(CCN3CCNCC3)cnc12,13.4,10.9,21.2,3.0%,-29.8,-1.4,-8.9,10.0,-1.6
O=C1NCCCc2c1oc1ccc(O)cc21,2.9,20.7,-28.6,3.0%,4.0,-0.5,1.9,-14.0,-0.5
COCCOC(=O)c1c(C)n(C)c2ccc(OC(=O)N3CCOCC3)cc12,-8.0,5.7,4.8,2.0%,-10.9,0.1,-6.0,-5.9,-0.1
OCCSc1nnc(Nc2ccccc2)s1,15.1,-4.1,5.7,4.0%,-19.1,-2.6,1.6,9.1,-0.8
Cc1nccn1CCC(=O)O,4.7,-6.8,-6.5,3.0%,-17.8,-3.2,-6.7,1.7,-1.3
CCOC(=O)N1CCN(S(=O)(=O)c2c(C)cc(C)cc2C)CC1,-6.4,-11.7,-0.7,3.0%,7.3,-4.0,3.6,-5.3,-0.2
CCOC(=O)CN1CC23C=CC(O2)C(C(=O)N2CCN(c4ccc(F)cc4)CC2)C3C1=O (centres undefined),-1.7,-12.3,3.2,0.0%,-1.9,-4.2,5.1,29.9,0.7
